# mIDH1 inhibitor – inhibitors of human mutant IDH1 R132H. O75874. IDH1-R132H enzyme, NADPH consumption, diaphorase/resazurin fluorescence. Potency, µM (highest dose often 76.6 µM), for inactives: at the highest dose activity change, negative = inhibition, hits mostly inhibitors. 0.093% of 390,000 active; note: potency is the fitted concentration of half-maximal effect; % is set by controls: 0 for no effect and ±100 for the full control effect; nearly all actives have a fitted effect of over 65% in size
# Target sequence (O75874 whole entry R132H, stated change not applied): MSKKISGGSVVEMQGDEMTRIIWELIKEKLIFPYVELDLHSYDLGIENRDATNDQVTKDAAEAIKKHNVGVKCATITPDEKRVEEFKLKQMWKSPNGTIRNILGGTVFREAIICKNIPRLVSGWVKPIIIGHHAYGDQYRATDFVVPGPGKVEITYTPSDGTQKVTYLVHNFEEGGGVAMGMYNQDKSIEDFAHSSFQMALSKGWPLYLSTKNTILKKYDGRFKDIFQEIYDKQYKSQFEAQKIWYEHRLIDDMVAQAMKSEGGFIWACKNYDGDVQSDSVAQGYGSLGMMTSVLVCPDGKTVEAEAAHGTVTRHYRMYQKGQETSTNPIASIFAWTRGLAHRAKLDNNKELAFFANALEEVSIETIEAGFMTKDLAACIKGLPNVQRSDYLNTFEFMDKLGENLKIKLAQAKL
#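 IDH1-R132H (0.5 ug/mL dispensed) in pH 7.5 Tris buffer was preincubated 30 min with compound, then given a substrate mix of 0.016 mM NADPH and 2 mM alpha-KG for 80 min at room temperature; remaining NADPH was read by diaphorase/resazurin fluorescence.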
# TRHR PAM – allosterically enhances the human TRH receptor; P34981; TRHR cells, fluo-8 calcium fluorescence, EC20 TRH enhancement; enhancement, % at 2 µM; 0.66% of 360,000 active; AID 493056; in the data active = enhancement above about 30%; note: 0% is about no effect
#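 Enhancer read-out: after compound pinning and an initial kinetic agonist-mode read, an EC20 of TRH (10 nM final) was injected and fluo-8 calcium signal (Ex 480/Em 530) followed at 1 s/cycle for 100 cycles in TRHR-expressing cells.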
# TRHR agonist – TRH receptor (human) agonism. TRHR cells, calcium flux fluo-8, FDSS agonist mode. 0.18% of 360,000 active. activation, % at 2 µM. AID 493084. P34981; in the data active = activation above about 30%; note: 0% is about no effect
#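 Fluo-8-loaded TRHR cells; 10 s baseline, compound added, kinetic Ca2+ fluorescence read 1/s, agonist mode.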
# TrxR1 inh – blocks rat thioredoxin reductase 1. O89049. recombinant rTrxR1, NADPH fluorescence consumption, selenite substrate. Potency, µM (titrated, usually from 114 µM), inactives show top-dose activity change, negative = inhibition, most hits filed as inhibitors. 1% of 390,000 active; note: potency is the fitted concentration of half-maximal effect; % is set by controls: 0 for no effect and ±100 for the full control effect; nearly all actives have a fitted effect of over 65% in size
#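 Rat TrxR1 (90 nM in the dispensed reagent) was pre-reduced with 400 uM NADPH for 5 min at room temperature, then incubated with compound for 15 min. After 400 uM selenite was added, NADPH fluorescence (Ex 340/Em 450 nm) was followed for 8 min.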
# PI4K2A block – inhibitors of human PI4K2A. 0.13% of 420,000 active. AID 1346378. Q9BTU6. purified PI4K2A, ADP-Glo luminescence, 1 h; stronger effect = lower value. activity change, negative = inhibition, % at 76.9 µM; in the data active = activity change below about -50%; inconclusive = mostly about -30% to -49%;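 note: -100% = wells without enzyme as full effect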
#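 ADP-Glo luminescence measured ADP generated by PI4K2A enzyme (4 ug/mL before mixing) with 1.2 mM PI substrate (pre-mix) and 300 microM ATP (pre-mix). Tris pH7.5 buffer with MgCl2, Triton X-100; 1 h reaction at ambient temperature.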
# USP1 inh – USP1/UAF1 (human) deubiquitinase inhibition; 0.23% of 390,000 active; recombinant USP1/UAF1, Ub-Rhodamine cleavage fluorescence; Potency, µM (top dose mostly 57.1 µM), for the others: at the highest dose activity change, negative = inhibition, most hits filed as inhibitors; note: potency is the fitted concentration of half-maximal effect; % is set by controls: 0 for no effect and ±100 for the full control effect; nearly all actives have a fitted effect of over 60% in size; inactives centre near -12
#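 In this screen, compounds sit with the deubiquitinase complex (1nM) for 15 min at room temperature before Ub-Rho is added at 150nM final. Fluorescence rise is then followed for 6 reads every 60 seconds.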
# D2 antagonist – antagonizes the human D2 dopamine receptor. HEK293 TREx D2 cells, calcium flux, dopamine EC80. inhibition, % at 10 µM. 2% of 340,000 active. AID 485344; in the data active = inhibition above about 30%; note: 0% is about no effect
# Target sequence (P14416 whole entry, looked up): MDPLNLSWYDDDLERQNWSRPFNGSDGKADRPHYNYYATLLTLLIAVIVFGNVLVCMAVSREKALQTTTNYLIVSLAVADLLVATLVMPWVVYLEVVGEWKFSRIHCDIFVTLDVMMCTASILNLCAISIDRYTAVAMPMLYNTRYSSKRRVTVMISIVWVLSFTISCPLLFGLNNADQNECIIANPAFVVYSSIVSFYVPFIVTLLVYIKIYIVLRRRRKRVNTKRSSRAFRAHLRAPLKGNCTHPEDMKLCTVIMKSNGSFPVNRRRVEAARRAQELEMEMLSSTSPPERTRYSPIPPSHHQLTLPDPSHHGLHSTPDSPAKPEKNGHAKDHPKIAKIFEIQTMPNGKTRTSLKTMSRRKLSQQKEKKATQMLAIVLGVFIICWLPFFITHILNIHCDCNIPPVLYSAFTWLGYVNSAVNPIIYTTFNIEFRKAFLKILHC
#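 HEK293 T-REx D2 cells, tet-induced, calcium dye no-wash. Cpd pintool add, 180 s kinetic, then EC80 DA, 180 s kinetic. Ca flux read.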
# D2 agonist – D2 dopamine receptor (human) agonism; P14416; HEK293 T-REx D2 cells, calcium flux agonist mode; activation, % at 2 µM; 0.53% of 340,000 active; AID 485358;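 active = activation over 3 SD above normal in the single-dose calcium agonist read, cut at about 30% in these data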; note: 0% is about no effect
#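 Tetracycline-induced HEK293 Trex cells with D2 receptor force-coupled to calcium signaling, plated overnight at 30 C and loaded with no-wash calcium dye. Calcium flux read kinetically for 180 s after compound addition; responses flag agonists.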
# TrxR1 substrate – rat thioredoxin reductase 1 substrate activity. AID 588456. Potency, µM (top dose mostly 114 µM), inactives show at the highest dose activity change, negative = substrate turnover. purified TrxR1 substrate turnover, NADPH consumption readout. O89049. 0.01% of 390,000 active; note: potency is the fitted concentration of half-maximal effect; % is set by controls: 0 for no effect and ±100 for the full control effect; nearly all actives have a fitted effect of over 50% in size
#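 Rat TrxR1, dispensed at 90 nM, was prereduced with 400 uM NADPH (final) for 5 min at ~22 deg C, then incubated with compound 15 min before 400 uM selenite. A first-read NADPH fluorescence drop versus no-compound background flagged substrates.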
# Numbers without * were called inactive; ? = inconclusive; . = no result given; [ ] = remark or other dose. Unless noted, calls come from the whole dose curve; as a rule, active = well fitted inhibition curve with a large enough effect; inconclusive = small, poorly fitted or top-dose-only effect; inactive = no such curve, though single readings can be large or run the other way.
no.	smiles	mIDH1 inhibitor	TRHR PAM	TRHR agonist	TrxR1 inh	PI4K2A block	USP1 inh	D2 antagonist	D2 agonist	TrxR1 substrate
1	Cc1ccc(S(=O)(=O)c2c(C)nn(C(C)(C)C)c2OC(=O)c2ccc(Br)o2)cc1	3%	-6	1.8	2%	0	-26%	0	.	-1%
2	Cc1nnc(SCCn2c(N3CCCCC3)nc3c2c(=O)[nH]c(=O)n3C)s1	-3%	2	1.2	1%	-3	-6%	.	.	-9%
3	O=C(c1ccco1)N1CCN(C2CC(=O)N(c3ccc(F)c(Cl)c3)C2=O)CC1 (centres undefined)	1%	-2	0.5	?	0	1%	-21	-0.3	5%[0.457 µM]
4	CS(=O)(=O)N1CCN(c2ccccc2NC(=S)NC(=O)c2cccs2)CC1	3%	2	-0.1	18%[57.1 µM]	0	-11%	4	0.5	1%[57.1 µM]
5	COc1cccc(/C=N/Nc2nnc(C)n2N)c1O	18%	-2	-0.4	9%	-23	-25%	6	0.0	-6%
6	COc1ccc(-c2nnc(SCC(=O)NC3CCCC3)nc2-c2ccc(OC)c(OC)c2)cc1OC	-7%	33*	-0.1	8%[57.1 µM]	-1	-10%	.	-0.3	2%[57.1 µM]
7	COc1ccc([N+](=O)[O-])cc1NC(=O)Cc1ccc(Cl)cc1	3%	-2	-0.8	-24%	0	-2%	-6	-0.4	-17%
8	CC1=NN(c2ccccc2)C(=O)C1/C=C1/NC(=S)NC1=O (centres undefined)	-1%	-1	0.3	3%	-4	-21%	-9	0.0	-15%
9	O=C(c1ccco1)n1nc(-c2ccccc2)nc1NCc1ccco1	-6%	-6	0.6	9%	1	-7%	.	.	17%
10	O=C(CN1CCC(Cc2ccccc2)CC1)NC(=O)NCc1ccccc1	5%	-1	0.1	15%[57.1 µM]	15	-14%	-2	0.6	1%[57.1 µM]
11	O=C(c1cc([N+](=O)[O-])ccc1N1CCOCC1)N1CCN(S(=O)(=O)c2ccc(F)cc2)CC1	-7%	-3	-0.4	0%	-2	-3%	4	0.9	-7%
12	COc1ccc(-c2c(C)c3ccc(O)c(CN4CCCCC4)c3oc2=O)cc1OC	-12%	-1	-0.3	7%[57.1 µM]	3	-19%	.	0.5	77%[activator][57.1 µM]
13	COc1cccc(NC(=O)C2CCN(S(=O)(=O)c3ccc4c(c3)NC(=O)C(C)S4)CC2)c1 (centres undefined)	8%	-4	0.3	8%	2	-27%	-14	0.2	-1%
14	Cc1cc(=O)oc2cc(NC(=O)C3CCCC3)ccc12	-1%	3	0.8	39%[activator]	5	-18%	-1	0.2	144%[activator]
15	COCCN(CCOC)S(=O)(=O)c1ccc(C(=O)Nc2ccc(S(=O)(=O)Nc3nccc(C)n3)cc2)cc1	2%	21	0.0	9%	-3	-23%	-6	0.3	-2%
16	CCCSc1nnc(NC(=O)CCc2ccccc2)s1	-6%	-5	0.2	10%	1	-7%	9	1.2	-3%
17	CC1Cc2cc(S(=O)(=O)CCC(=O)Nc3ccc(F)c(Cl)c3)ccc2N1C(=O)C1CC1 (centres undefined)	-3%	-4	-0.4	0%	-2	-4%	.	-0.8	-7%
18	CCOc1cc(/C=C(\C#N)c2[nH]nc(N)c2C#N)ccc1O	3%	-3	0.4	-1%	-3	-21%	-3	-0.1	-5%
19	CCOC(=O)c1cnc2nc(C(F)(F)F)[nH]n2c1=O	4%	-1	0.4	5%	1	-17%	-12	0.0	6%
20	CCOc1ccc(-c2nnc(-c3ccc(OC)cc3)o2)cc1	-3%	0	-0.6	13%[57.1 µM]	1	-17%	-3	0.4	7%[57.1 µM]

# One compound at a time (already shown). Values in the order: mIDH1 inhibitor | TRHR PAM | TRHR agonist | TrxR1 inh | PI4K2A block | USP1 inh | D2 antagonist | D2 agonist | TrxR1 substrate
# COc1ccc(-c2c(C)c3ccc(O)c(CN4CCCCC4)c3oc2=O)cc1OC across the screens: -12% | -1 | -0.3 | 7%[57.1 µM] | 3 | -19% | . | 0.5 | 77%[activator][57.1 µM]
# COc1ccc([N+](=O)[O-])cc1NC(=O)Cc1ccc(Cl)cc1 across the screens: 3% | -2 | -0.8 | -24% | 0 | -2% | -6 | -0.4 | -17%

# Looked up one by one from the list above:
no.	smiles	mIDH1 inhibitor	TRHR PAM	TRHR agonist	TrxR1 inh	PI4K2A block	USP1 inh	D2 antagonist	D2 agonist	TrxR1 substrate
19	CCOC(=O)c1cnc2nc(C(F)(F)F)[nH]n2c1=O	4%	-1	0.4	5%	1	-17%	-12	0.0	6%
7	COc1ccc([N+](=O)[O-])cc1NC(=O)Cc1ccc(Cl)cc1	3%	-2	-0.8	-24%	0	-2%	-6	-0.4	-17%

# (next part)
entry	molecule	mIDH1 inhibitor	TRHR PAM	TRHR agonist	TrxR1 inh	PI4K2A block	USP1 inh	D2 antagonist	D2 agonist	TrxR1 substrate
21	CC(C(=O)c1ccc(-c2ccccc2)cc1)[n+]1ccccc1 (centres undefined)	-5%	2	0.2	-3%	0	8%	-10	0.1	1%
22	CC(Sc1nncs1)C(=O)NC1CCCCC1C (centres undefined)	-2%	-6	0.6	26%	6	-22%	-5	1.0	1%
23	Nc1nc(NCc2ccccc2)nc(Nc2ccc(F)cc2)c1[N+](=O)[O-]	3%	3	1.0	7%	6	-4%	11	1.9	-5%
24	CCOC(=O)c1c(-c2ccc(C)o2)csc1NC(=S)NC(=O)c1ccc(F)cc1	-3%	1	0.5	?	-1	-3%	-4	0.9	-8%
25	CCn1nc(-c2ccccc2)c(-c2ccccc2)c(C(=O)Nc2ccc(S(N)(=O)=O)cc2)c1=O	-5%	4	0.2	16%	1	-26%	.	-1.0	8%
26	CCc1ccccc1NC(=S)N(CCOC)C(C)c1ccco1 (centres undefined)	5%	-4	0.0	5%	6	5%	21	-0.5	3%
27	CC(C(=O)Nc1ccccc1)n1nnc2sc3c(c2c1=O)CCCC3 (centres undefined)	.	-1	-1.8	-7%	-5	-23%	.	.	-10%
28	O=C(CNC(=O)c1ccco1)NCCCc1ccccc1	-3%	1	1.4	28%[57.1 µM]	-4	2%	-4	0.2	10%[57.1 µM]
29	COc1ccccc1NC(=O)Nc1nc(CC(=O)Nc2ccc(F)cc2)cs1	5%	-2	0.2	-9%	-2	-8%	28	0.0	-5%
30	C=C(C)[C@@H]1CC=C(C(=O)O)CC1	7%	0	-0.5	25%	2	?	-14	-2.2	11%
31	CCOC(=O)c1cc(CC)sc1N	0%	2	0.1	-5%[57.1 µM]	3	-17%	-1	-1.3	-9%[57.1 µM]
32	COc1ccc(C2/C(=C(/O)c3ccc(S(=O)(=O)N4CCOCC4)cc3)C(=O)C(=O)N2CCN2CCOCC2)cc1 (centres undefined)	-3%	11	-0.1	1%	-7	-10%	40*	0.6	-1%
33	O=[N+]([O-])c1cc(Cl)cc(C2=NCCN2)c1	11%	5	0.6	21%	-4	-12%	-4	-1.2	5%
34	CN(Cc1cccnc1)C(=O)CCCc1c[nH]c2ccccc12	4%	-6	0.1	30%[57.1 µM]	-2	-16%	-9	0.7	-15%[57.1 µM]
35	O=C(N/N=C/c1ccco1)c1cccc(N2CCCC2=O)c1	10%	0	0.4	-5%	-5	-8%	-4	0.0	-2%
36	Cc1cc(=O)[nH]c2nnc(SCC(=O)Nc3cc(C(F)(F)F)ccc3Cl)n12	12%	2	0.2	-7%[57.1 µM]	-58*	-13%	.	-3.7	1%[57.1 µM]

# By substructure: the compounds so far with a CF3 group
entry	molecule	mIDH1 inhibitor	TRHR PAM	TRHR agonist	TrxR1 inh	PI4K2A block	USP1 inh	D2 antagonist	D2 agonist	TrxR1 substrate
19	CCOC(=O)c1cnc2nc(C(F)(F)F)[nH]n2c1=O	4%	-1	0.4	5%	1	-17%	-12	0.0	6%
36	Cc1cc(=O)[nH]c2nnc(SCC(=O)Nc3cc(C(F)(F)F)ccc3Cl)n12	12%	2	0.2	-7%[57.1 µM]	-58*	-13%	.	-3.7	1%[57.1 µM]

# Records listed so far shown as hits in D2 antagonist.
nr | Molecule | mIDH1 inhibitor | TRHR PAM | TRHR agonist | TrxR1 inh | PI4K2A block | USP1 inh | D2 antagonist | TrxR1 substrate
32 | COc1ccc(C2/C(=C(/O)c3ccc(S(=O)(=O)N4CCOCC4)cc3)C(=O)C(=O)N2CCN2CCOCC2)cc1 (centres undefined) | -3% | 11 | -0.1 | 1% | -7 | -10% | 40* | -1%

# Compound activity: PubChem BioAssay, National Center for Advancing Translational Sciences (NCATS)
